NCOA2 inhibitor = inhibition of GAL4-SRC2 driven luciferase reporter, primary screen, SRC2 inhibitor project, cell-based, luminescence; actives 0.17% (n = 370,000); inhibition, % at 9 µM; AID 651957, 2012; Nuclear receptor coactivator 2 (Homo sapiens), Q15596; HEK293 GAL4-SRC2 luciferase reporter;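 active means inhibition above the mean inhibition of all tested compounds plus 3 SD, set per campaign, cut at about 52% in these data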;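 further: 0% = DMSO treated cells and 100% = cells given Gossypol at 36 µM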
NOD2 RIPK2 PPI = NOD2-RIPK2 binding disruptors in cells, primary screen, fluorescence, CHO cells, BLA complementation | AID 624267, 2012 | CCF4 ratio | inhibition, % at 4.98 µM | Receptor-interacting serine/threonine-protein kinase 2 (Homo sapiens), O43353 | actives 0.38% (n = 360,000); in the data active means inhibition above about 21%;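 further: 0% = vehicle only and 100% = reference blocker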
Target sequence (O43353 whole entry, looked up): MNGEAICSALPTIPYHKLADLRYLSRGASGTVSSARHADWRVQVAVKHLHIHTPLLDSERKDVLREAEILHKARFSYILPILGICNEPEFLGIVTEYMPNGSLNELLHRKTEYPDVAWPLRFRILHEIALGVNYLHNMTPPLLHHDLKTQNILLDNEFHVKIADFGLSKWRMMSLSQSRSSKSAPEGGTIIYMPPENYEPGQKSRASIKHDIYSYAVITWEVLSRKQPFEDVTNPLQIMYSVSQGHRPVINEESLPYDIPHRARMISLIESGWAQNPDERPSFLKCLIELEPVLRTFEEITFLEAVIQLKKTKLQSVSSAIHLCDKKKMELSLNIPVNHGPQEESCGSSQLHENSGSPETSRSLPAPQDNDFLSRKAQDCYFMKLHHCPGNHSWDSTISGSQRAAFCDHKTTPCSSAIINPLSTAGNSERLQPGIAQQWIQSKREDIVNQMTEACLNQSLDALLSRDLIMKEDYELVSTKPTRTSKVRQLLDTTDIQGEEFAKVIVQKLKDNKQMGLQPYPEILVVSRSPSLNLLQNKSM
NR5A2 inv ag = LRH-1 (NR5A2) inverse agonists, primary screen, cell-based, luminescence, HEK293T, StAR-luciferase reporter. LRH-1 transfected, 24 h. inhibition, % at 3.6 µM. actives 0.13% (n = 360,000). AID 602396, 2012;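 active means inhibition above the mean inhibition of all tested compounds plus 3 SD, cut at about 73% in these data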;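 further: 0% = DMSO wells and 100% = reporter-only cells lacking LRH-1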
EBV LMP1 NFkB = EBV LMP1-driven NF-kappaB luciferase reporter inhibitors, primary screen, cell-based, luminescence, single point; LMP1-induced NF-kappaB luciferase reporter cells; inhibition, % at 12.5 µM; actives 0.69% (n = 350,000); AID 504558, 2011; in the data active means inhibition above about 41%;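 further: 0% = neutral control wells and 100% = reference inhibitor control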
COUP-TFII inh = NR2F2 transcriptional activity inhibitors, primary screen, cell-based, luciferase reporter, HEK293T, luminescence; COUP transcription factor 2 (Homo sapiens), P24468; HEK293T NGFI-A luciferase reporter; inhibition, % at 8.6 µM; actives 0.7% (n = 370,000); AID 686940, 2013;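 active means inhibition above a per-plate cutoff, mean inhibition of test wells between control levels plus 3 SD, cut at about 38% in these data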;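 further: cells cotransfected with COUP-TFII expression vector driving the NGFI-A reporter; 0% = median of COUP-TF2 test wells and 100% = reporter-only cells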
Target sequence (P24468 whole entry, looked up): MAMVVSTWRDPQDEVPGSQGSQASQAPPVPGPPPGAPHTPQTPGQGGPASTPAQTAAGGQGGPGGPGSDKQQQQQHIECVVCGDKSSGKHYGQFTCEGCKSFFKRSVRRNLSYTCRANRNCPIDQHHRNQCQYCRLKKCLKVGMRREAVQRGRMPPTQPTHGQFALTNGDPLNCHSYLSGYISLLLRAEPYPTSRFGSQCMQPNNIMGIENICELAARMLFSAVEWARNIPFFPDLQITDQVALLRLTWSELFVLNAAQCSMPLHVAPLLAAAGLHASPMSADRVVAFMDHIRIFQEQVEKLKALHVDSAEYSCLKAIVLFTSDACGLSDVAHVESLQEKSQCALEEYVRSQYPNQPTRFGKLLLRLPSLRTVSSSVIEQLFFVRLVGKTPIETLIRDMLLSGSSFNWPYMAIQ
NCOA1 inh = SRC1 coactivator transcriptional activity inhibitors, primary screen, cell-based, luminescence. Nuclear receptor coactivator 1 (Homo sapiens), Q15788. HEK293 GAL4-SRC1 luciferase reporter. inhibition, % at 3.6 µM. actives 0.12% (n = 360,000). AID 588354, 2011;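 active means inhibition above the campaign mean plus 3 SD, with each screening campaign given its own cutoff, cut at about 60% in these data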;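 further: 0% = DMSO treated cells and 100% = gossypol at 36 µM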
TRAIL sens C8 = viability loss with TRAIL in NB7+C8 cells, primary screen, TRAIL sensitizer project, cell-based, ATPlite luminescence | actives 1% (n = 360,000) | inhibition (viability loss, TRAIL sensitization), % at 10 µM;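 active means compounds causing at least 50% loss of cell viability in the single-dose screen, relative to plate controls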
NCOA3 inh = SRC3 coactivator transcriptional activity inhibitors, primary screen, cell-based, luminescence; HEK293 GAL4-SRC3 luciferase reporter; actives 0.17% (n = 360,000); Nuclear receptor coactivator 3 (Homo sapiens), Q9Y6Q9; inhibition, % at 3.6 µM;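 active means inhibition above a per-campaign cutoff, the mean of all compounds plus 3 SD, cut at about 60% in these data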;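 further: 0% = DMSO-treated cells and 100% = gossypol-treated cells at 36 µM; higher means less SRC3-driven luciferase light from the GAL4 reporter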
TROY signal inh = inhibitors of TROY-driven NF-kB signaling, primary screen, Q293 LMP1-TROYcd cells, NF-kB luciferase, uHTS | actives 0.98% (n = 360,000) | inhibition, % at 10 µM | AID 1347056, 2019 | Q293 LMP1-TROYcd NF-kB luciferase reporter, 4 h;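 active means compounds whose plate-normalised and pattern-corrected inhibition of the luciferase reporter signal at the single screening dose is 50% or more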
Vif imaging = HIV Vif self-association inhibitors, primary screen, imaging, HEK293T, single point; HEK293T cells, Vif self-association by quenched fluorescence, 24 h; inhibition, % at 7.49 µM; actives 0.35% (n = 340,000); in the data active means inhibition above about 50%, passing the limit was not always enough; further: some results filed as inactive read as strong as hits
TLR9-MyD88 inh = inhibitors of TLR9-MyD88 association in cells, primary screen, cell-based, CHO, BLA complementation, fluorescence. AID 504734, 2011. actives 0.21% (n = 340,000). inhibition, % at 4.98 µM. Toll-like receptor 9 (Homo sapiens) + Myeloid differentiation primary response protein …. CCF4 FRET ratio;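 active means inhibition above the mean over all tested compounds plus 3 SD, cut at about 21% in these data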;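 further: 0% = DMSO only wells and 100% = clavulanate BLA inhibitor control wells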
* hit, by the source's call; x = not tested or not shown. This is a subset. The share of hits here may be higher or lower than overall.

SMILES	NCOA2 inhibitor	NOD2 RIPK2 PPI	NR5A2 inv ag	EBV LMP1 NFkB	COUP-TFII inh	NCOA1 inh	TRAIL sens C8	NCOA3 inh	TROY signal inh	Vif imaging	TLR9-MyD88 inh
CCc1ccc(Nc2n[n+](-c3ccccc3)c(-c3cc(OC)c(OC)cc3Br)s2)cc1	23	-7	14	5	-3	-2	3	-22	-4	-3	4
Cc1ccc(CNC(=O)Cn2nnc(C(=O)Nc3cc(C)ccc3C)c2N)cc1	-10	-4	16	3	-2	-3	5	-7	3	-3	-1
COc1ccccc1C(=O)Nc1ccc(C2=NNC(=O)CC2C)cc1 (stereo not drawn)	-26	-4	-8	2	-17	-52	-12	-12	-23	-1	-10
CCOC(=O)C[C@H]1c2cc(F)ccc2S(=O)(=O)N1C1CCCCC1	0	5	31	5	15	-1	-7	12	1	0	-1
CCN(Cc1ccccc1)S(=O)(=O)c1c[nH]c(C(=O)OC)c1	13	3	9	-9	13	0	6	10	-10	0	0
Cc1ccc(C(=O)N2CCCC(N3CCN(c4ccccc4C)CC3)C2)c(=O)[nH]1 (stereo not drawn)	-1	-9	-3	-1	8	2	1	9	-20	-7	4
CCN1CCN(c2cc(N3CCc4ccccc4C3)c(F)cc2[N+](=O)[O-])CC1	4	7	22	-2	-4	18	21	15	22	0	-3
CCN(CC)CCCN1C(=O)C(O)=C(C(=O)c2cc3ccccc3o2)C1c1ccccn1 (stereo not drawn)	-20	-3	11	23	1	-35	-12	-15	-38	5	-10
O=C(NCCOc1ccccc1F)c1ccc2c(=O)n3c(nc2c1)CCC3	-62	-13	-125	-15	-56	-113	-1	-38	33	-3	-7
CCOc1ccc(-c2nnc(-c3ccncc3)o2)cc1OCC	-16	-2	-7	6	-10	2	0	9	-12	2	0
COC(=O)C1=C(C)N(Cc2ccccc2)C(=NCc2ccc(OC)cc2)N[C@H]1c1ccccc1	-14	-7	-2	6	2	15	9	10	-5	-1	1
COc1ccc(OC)c(NC2c3ccccc3C(=O)N2c2cccnc2)c1 (stereo not drawn)	16	6	-27	4	-3	-7	-8	-4	-2	0	2
CCCCc1ccc(C2C3=C(CC(C)(C)CC3=O)NC3=C2C(=O)c2ccccc23)cc1 (stereo not drawn)	-3	-6	8	-16	0	-3	12	-4	33	-11	0
O=C(O)CCc1ncc(C(F)(F)F)cc1Cl	8	-2	-24	-3	2	5	0	0	-6	10	-1
Cc1cccc(NC(=O)CCCN2C(=O)c3cccc4cccc(c34)C2=O)c1	2	-1	18	8	12	10	-5	9	-15	-1	4
COc1cccc2sc(N(C)c3ccccc3)nc12	-58	1	-138	-14	-33	-110	60*	-79	-38	-4	13
CCc1c(C)sc(NC(=O)c2cnn3cccnc23)c1C#N	3	-9	4	6	-8	17	-6	12	2	-7	3
COc1ccc(CN(C)CCCn2cnc(C(=O)Nc3ccc(C)c(C)c3)n2)cc1OC	-9	-4	21	2	6	15	10	-7	-2	x	-11
CN(C)/C=N/C1=C(C#N)C(c2ccc(Br)cc2)c2ccc3ccccc3c2O1 (stereo not drawn)	0	1	8	11	-8	1	8	1	-12	9	0
COc1ccccc1NC(=O)C(=O)NNS(=O)(=O)c1ccc2ccccc2c1	-7	4	-12	1	-8	0	14	-1	10	-14	3
OC1COC(O)C(O)C1O (stereo not drawn)	0	-3	-1	4	-14	17	-12	4	-2	-2	-15
O=C(Nc1ccc2c(c1)OCCO2)c1coc2ccccc2c1=O	-15	-12	12	18	-6	-18	-2	9	85*	2	-1
CCn1c(SCC(N)=O)nnc1-c1cc2c(C)nn(-c3ccccc3)c2s1	9	-4	-15	3	-7	-35	-3	-13	-5	0	-8
CC12Cc3ccc4ccccc4c3C=C1C[N+](C)(C)C2 (stereo not drawn)	13	9	3	5	11	3	-7	8	17	-2	6
O=c1oc2ccccc2c(NC(c2ccccc2)c2ccccc2)c1[N+](=O)[O-]	-13	-14	-1	12	22	-22	-3	-19	-18	x	-8
Next part.
SMILES	NCOA2 inhibitor	NOD2 RIPK2 PPI	NR5A2 inv ag	EBV LMP1 NFkB	COUP-TFII inh	NCOA1 inh	TRAIL sens C8	NCOA3 inh	TROY signal inh	Vif imaging	TLR9-MyD88 inh
CN(c1ccccc1)S(=O)(=O)c1cccc(NS(=O)(=O)c2ccc(/C=C/C(=O)O)cc2)c1	-35	-5	4	3	-9	3	-5	9	3	-6	2
O=C(CSc1nnc(Nc2ccccc2)s1)NCc1ccco1	-2	-1	-14	-10	-1	1	2	13	0	-2	9
O=C(c1ccccc1)c1ccc(N2CCOCC2)cc1	-74	-19	-147	-18	-46	-95	23	-90	-35	3	6
O=C(Nc1ccccc1)N1CCCC(c2nc(-c3cccs3)no2)C1 (stereo not drawn)	x	-1	2	-18	x	-27	-9	-14	-4	-12	6
Cc1ccc(OCC(O)CN2CCOCC2)cc1C (stereo not drawn)	2	-2	9	-6	-41	6	0	-30	-10	13	-3
Cc1ccc2oc3c(c(=O)c2c1)C(c1cccc(Cl)c1)N(CCCN1CCOCC1)C3=O (stereo not drawn)	-18	-8	-7	-2	11	12	13	-8	-11	2	-12
Cc1nc(CN2CCC(c3ccccc3)CC2)cc(=O)[nH]1	-3	-6	10	-4	10	-4	-3	24	-8	-5	x
Cc1ccc(C(c2nnnn2C(C)(C)C)N2CCC(C)CC2)cc1 (stereo not drawn)	9	-6	5	7	8	-8	-3	5	-17	1	4
CCN(Cc1nc(-c2cccc(C)c2)no1)C(=O)c1ccc2c(c1)OCO2	13	2	15	-6	6	-21	-11	-17	8	-8	-8
CCn1c2ccccc2c2cc(NC(=O)c3cccc(OC)c3)ccc21	x	4	-64	-24	x	-47	13	-14	-49	-4	-3
Cc1ccc(NC(=Nc2ccc(Br)cc2)N2CCOCC2)cc1C	-54	-2	-6	4	-31	-1	-6	-2	-22	7	0
Cc1ccc(NC(=O)CN(C)C(=O)C(C)OC(=O)CNC(=O)c2ccc(Cl)c([N+](=O)[O-])c2)cc1 (stereo not drawn)	-4	-2	9	0	-24	-9	-15	7	3	-1	8
Cc1cc(C)n2nc(CC(=O)NCc3ccc(F)cc3)nc2n1	9	-12	-14	-4	-2	16	-4	14	-11	-4	-3
COc1ccc(N2CCN(C(=O)C3Cc4ccccc4CN3C(=O)c3ccco3)CC2)cc1 (stereo not drawn)	2	-1	12	-26	-1	-1	3	11	-3	1	7
O=C(O)CN1CCCCCC1=O	-23	8	-1	4	5	-17	-13	5	-8	-8	4
CCCC1(C(=O)OCC)NC(c2cc(OC)c(OC)c(OC)c2)C2C(=O)N(CC)C(=O)C21 (stereo not drawn)	11	4	7	-2	13	0	5	24	8	-5	10
CCOc1ccc(C2C(C(=O)OC)=CN(CCOC)C=C2C(=O)OC)cc1	-7	-15	-6	1	6	9	-1	14	-7	-6	-3
O=C(NCC1CCN(Cc2ccccc2F)CC1)Nc1ccccc1F	-34	-15	-10	x	-10	-82	-16	-11	5	-7	-8
FC(F)(F)c1ccccc1Cc1c(C2CCCCC2)nc2ccc(Br)cn12	-10	-15	3	x	0	8	-11	-8	-1	x	x
Cc1cccc(-c2nnc(NC(=O)c3ccc(Cl)cc3)o2)c1	9	5	-8	20	10	-60	8	-21	-19	-7	-4
CC(=O)Oc1ccc(C2(C)CC(C)(C)Oc3cc(OC(C)=O)ccc32)c(OC(C)=O)c1 (stereo not drawn)	6	0	7	5	0	9	4	8	12	-1	-8
O=c1ccc2cc(S(=O)(=O)NCCCc3ccccc3)ccc2[nH]1	4	-6	8	3	3	4	-14	-5	-7	21	5
CN(CC(=O)NCCc1ccc(S(N)(=O)=O)cc1)Cc1ccc(Cl)cc1Cl	16	-4	22	15	31	12	0	19	-3	-7	-12
COc1ccccc1S(=O)(=O)Cc1ccc(C(=O)N2CCN(c3ccc(C)cc3)C(C)C2)o1 (stereo not drawn)	-22	-9	3	6	-19	2	15	-7	21	x	-10
Clc1ccc(OCCSc2nnnn2C2CCCCC2)cc1	10	6	-7	-11	-3	-19	16	-3	-63	11	10
Continuation.
SMILES	NCOA2 inhibitor	NOD2 RIPK2 PPI	NR5A2 inv ag	EBV LMP1 NFkB	COUP-TFII inh	NCOA1 inh	TRAIL sens C8	NCOA3 inh	TROY signal inh	Vif imaging	TLR9-MyD88 inh
O=C(Nc1ccc(OCC(=O)N2CCOCC2)cc1)Nc1cccc2ccccc12	-30	-3	2	-3	-11	6	3	4	8	1	-1
CC(C)C[C@H](NC(=O)N1CC(=O)Nc2ccccc21)C(=O)N[C@@H](C(=O)O)c1ccccc1	4	-5	-2	4	2	-7	-4	-21	0	-5	-2
COc1ccc(CCNC(=O)[C@H](C)N2C(=O)N3CCc4c([nH]c5ccccc45)[C@@]3(C)C2=O)cc1	-7	5	17	8	1	-1	-9	6	14	-21	-1
Fc1ccc(N2CCN(c3nc(CN4CCOCC4)nc4scc(-c5ccccc5)c34)CC2)cc1	12	5	10	6	8	-5	-10	5	29	-4	-8
NS(=O)(=O)c1ccc(CCNC(=O)CSc2nc3ccccc3c(=O)n2CC2CCCO2)cc1 (stereo not drawn)	-3	-8	0	-4	10	-8	10	13	-3	1	1
COC(=O)Cn1c(C(O)c2ccccc2)nc2ccccc21 (stereo not drawn)	-2	-5	-25	-16	16	1	8	6	-4	0	6
COc1cccc(C(=O)OC2CCCN(C)C2)c1 (stereo not drawn)	-11	7	-5	-5	10	-7	-4	-13	-14	11	-6
Cc1ccccc1OCC(=O)NNC(=O)C1CCN(c2ncnc3sc(C)c(C)c23)CC1	16	-8	7	3	17	17	3	16	53*	-13	-6
Cc1ccc(C)c(OCC(=O)N/N=C/c2ccsc2)c1	-18	3	-1	12	-5	9	13	18	1	8	16
Cc1ccc(CNS(=O)(=O)c2c(C)n(C)c(=O)n(C)c2=O)cc1	-13	-2	-2	-6	7	-1	0	13	15	-13	-7
COC(=O)c1ccc(NC(=O)CSc2nc(=O)n3cccc(C)c3n2)cc1	9	-6	-4	3	-10	1	-8	-7	40	-4	-4
COc1ccc(S(=O)(=O)Cc2ccc(C(=O)N3CCOCC3)o2)cc1	-10	-16	-14	-11	-3	12	-4	-7	10	1	8
CCN1CCN(C(=S)c2ccc(Cl)c(Cl)c2)CC1	-13	-1	-20	4	-15	10	-2	11	6	-16	-3
CCOc1ncccc1C(=O)N(CC)CC(=O)Nc1ccc(NC(C)=O)cc1	2	-10	17	5	-14	-32	-4	11	-2	-2	-3

Screens from PubChem BioAssay.
